# Tb PGK inh: T. brucei PGK inhibition; P07378; PGK/GAPDH coupled, Kinase-Glo luminescence, 60 min; Potency, µM (doses to about 57.5 µM), without a hit: at the top dose activity change, negative = inhibition, actives largely listed as inhibitors; 380,000 tested, 0.043% active; AID 602233; further: potency means the concentration at half of the fitted maximal effect; on the % scale 0 is the no-effect control and ±100 the full control effect; nearly all actives have a fitted effect of over 60% in size
#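 Luminescent ATP detection (Kinase-Glo Plus) follows a 60-minute room-temperature incubation, with wells lacking PGK as controls. Buffer: 100 mM TEA (pH 7.6), 5 mM MgCl2, 0.01% Tween-20. Coupling enzyme GAPDH (100 nM final) supplies unstable 1,3-BPG in-well.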
# HP1b binding inh: HP1-beta chromodomain-methylated histone interaction inhibition. AlphaScreen HP1-beta / biotin-H3K9me3 peptide binding. Potency, µM (doses to about 114 µM), without a hit: top-dose activity change, negative = inhibition, most hits filed as inhibitors. 390,000 tested, 0.56% active. P83916. AID 540317; further: potency means the concentration at half of the fitted maximal effect; nearly all actives have a fitted effect of over 70% in size; inactives centre near 23
# Target sequence (P83916 whole entry, looked up): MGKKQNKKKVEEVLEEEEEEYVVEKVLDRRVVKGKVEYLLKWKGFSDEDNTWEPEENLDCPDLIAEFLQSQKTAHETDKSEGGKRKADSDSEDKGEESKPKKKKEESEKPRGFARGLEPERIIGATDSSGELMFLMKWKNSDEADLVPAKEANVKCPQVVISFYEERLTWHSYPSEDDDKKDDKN
#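 AlphaScreen: HP1-beta (50 nM) preformed 30 min with biotin-H3(1-18)K9me3 peptide (50 nM) in PBS pH 7.4, 0.01% Tween-20. Compound added for 30 min at RT, then streptavidin donor/nickel chelate acceptor beads (10 ug/mL) for 30 min.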
# BAZ2B block: BAZ2B (human) inhibition | AlphaScreen BAZ2B-H3K14Ac peptide displacement | Potency, µM (top dose mostly 114 µM), inactives show at the top dose activity change, negative = inhibition, actives largely listed as inhibitors | 360,000 tested, 4.4% active; further: potency means the concentration at half of the fitted maximal effect; on the % scale 0 is the no-effect control and ±100 the full control effect; nearly all actives have a fitted effect of over 60% in size
#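 AlphaScreen displacement of biotin-H3(5-23)K14Ac peptide (50 nM final) from BAZ2B (50 nM final) in PBS pH 7.4, 0.01% Tween-20; complex preformed 30 min RT, then compounds (top 110 uM) 30 min RT, beads 20 min dark.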
# G9a block: blocks human histone lysine methyltransferase G9a; G9a H3K9 monomethylation, AlphaScreen, 2 h; Q96KQ7; 350,000 tested, 8.8% active; AID 504332; Potency, µM (top dose mostly 102 µM), without a hit: at the top dose activity, negative = inhibition, usual class: inhibitors; further: potency means the concentration at half of the fitted maximal effect; on the % scale 0 is the no-effect control and ±100 the full control effect; nearly all actives have a fitted effect of over 75% in size
#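 G9a (20 nM) was preincubated 15 min with compound, then reacted 2 h at room temperature with 500 nM biotin-H3K9 peptide and 20 µM SAM. Monomethyl-H3K9 detected by AlphaScreen using anti-H3K9me1 antibody.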
# POLH inh: blocks human DNA polymerase eta activity. Potency, µM (doses to about 114 µM), for the others: at the top dose activity change, negative = inhibition, most hits filed as inhibitors. Q9Y253. recombinant Pol eta, fluorescent DNA replication assay. AID 588591. 390,000 tested, 1.2% active; further: potency means the concentration at half of the fitted maximal effect; on the % scale 0 is the no-effect control and ±100 the full control effect
#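 Fluorescent replication assay: 50 nM final substrate added after a 15 min room-temperature compound preincubation with 10 nM enzyme. Signal taken at 0 min and again at 10 min.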
# PI4K2A inh: inhibitors of human PI4K2A. purified PI4K2A, ADP-Glo luminescence, 1 h; stronger effect = lower value. activity change, negative = inhibition, % at 76.9 µM. 420,000 tested, 0.13% active. AID 1346378; in the data active means activity change below about -50%; inconclusive means mostly about -30% to -49%;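 further: -100% = wells without enzyme as full effect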
#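 PI4K2A activity was measured by ADP-Glo luminescence: enzyme (4 ug/mL stock) and phosphatidylinositol (1.2 mM stock) in Tris pH 7.5/MgCl2/EGTA/Triton X-100 buffer were reacted with ATP (300 microM stock) for one hour at ambient temperature.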
# JMJD2A Tudor: inhibitors of human JMJD2A Tudor domain; Potency, µM (highest dose often 114 µM), for inactives: at the highest dose activity change, negative = inhibition, hits mostly inhibitors; AlphaScreen JMJD2A-Tudor / H3K4me3 peptide binding; 390,000 tested, 4.4% active; AID 504339; O75164; further: potency means the concentration at half of the fitted maximal effect; on the % scale 0 is the no-effect control and ±100 the full control effect; nearly all actives have a fitted effect of over 50% in size
# Pin1 inh: human Pin1 inhibition; Pin1 FP peptide displacement, HiFluor488, 10 min; 390,000 tested, 0.009% active; Potency, µM (titrated, usually from 115 µM), without a hit: at the top dose activity, negative = inhibition, usual class: inhibitors; AID 504891; active means well fitted inhibition curve with a large enough effect in the polarisation, with a control signal flat, not every such curve was filed as active; inconclusive means small, poorly fitted or top-dose-only effect, or effect the other way, or a change in a side signal; inactive means no such curve, though single readings can be large or run the other way; the % refers to the polarisation; further: potency means the concentration at half of the fitted maximal effect; on the % scale 0 is the no-effect control and ±100 the full control effect
# Target sequence (Q13526 whole entry, looked up): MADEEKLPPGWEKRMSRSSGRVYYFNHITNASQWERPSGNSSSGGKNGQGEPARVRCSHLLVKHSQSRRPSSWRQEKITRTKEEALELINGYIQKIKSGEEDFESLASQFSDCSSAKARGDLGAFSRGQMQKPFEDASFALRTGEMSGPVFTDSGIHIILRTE
# GLS inh: inhibitors of human glutaminase (GLS); GLS enzymatic activity, qHTS titration; 410,000 tested, 0.21% active; Potency, µM (titrated, usually from 45.5 µM), without a hit: at the highest dose activity change, negative = inhibition, actives largely listed as inhibitors; AID 624170; O94925; further: potency means the concentration at half of the fitted maximal effect; on the % scale 0 is the no-effect control and ±100 the full control effect
# Target sequence (O94925 whole entry, looked up): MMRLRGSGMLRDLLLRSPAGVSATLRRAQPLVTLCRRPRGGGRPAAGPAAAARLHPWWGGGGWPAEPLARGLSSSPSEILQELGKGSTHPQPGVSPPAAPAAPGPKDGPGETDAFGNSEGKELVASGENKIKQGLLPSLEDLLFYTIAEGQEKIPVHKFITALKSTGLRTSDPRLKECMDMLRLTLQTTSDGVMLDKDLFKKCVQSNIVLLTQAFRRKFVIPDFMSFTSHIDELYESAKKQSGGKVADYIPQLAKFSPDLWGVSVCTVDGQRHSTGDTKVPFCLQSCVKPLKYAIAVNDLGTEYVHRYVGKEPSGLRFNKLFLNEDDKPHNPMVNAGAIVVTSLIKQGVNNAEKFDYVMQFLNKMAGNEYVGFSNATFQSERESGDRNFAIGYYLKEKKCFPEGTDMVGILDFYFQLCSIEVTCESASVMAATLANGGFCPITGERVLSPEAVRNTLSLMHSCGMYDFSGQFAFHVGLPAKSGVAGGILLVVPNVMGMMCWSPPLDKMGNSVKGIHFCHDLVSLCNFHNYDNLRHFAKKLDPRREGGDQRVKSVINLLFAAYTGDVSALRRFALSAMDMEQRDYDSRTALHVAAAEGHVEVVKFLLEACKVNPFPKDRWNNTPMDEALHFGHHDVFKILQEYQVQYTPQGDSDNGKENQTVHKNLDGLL
#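 Compounds were pin-transferred onto hKGA, after which L-glutamine (1 mM solution) and a detection mix of glutamate oxidase, HRP and Amplex Red were added. Initial and 30 min RT fluorescence reads were collected.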
# Starred values were filed as active, the others as inactive; i = inactive; ? = inconclusive; . = not tested or not shown; [ ] = another dose, or the depositor's remark. Unless noted, the call rests on the fitted dose curve; in most records, active means well fitted curve in the direction sought with a large enough effect; inconclusive means small, poorly fitted or top-dose-only effect, or another doubt; inactive means no such curve, though single readings can be large; an effect the other way counts as inactive or inconclusive. These rows are one share of the data. The share of hits here may be higher or lower than overall.
SMILES,Tb PGK inh,HP1b binding inh,BAZ2B block,G9a block,POLH inh,PI4K2A inh,JMJD2A Tudor,Pin1 inh,GLS inh
Cc1ccccc1N(C(=O)CNC(=O)c1ccco1)C(C(=O)NC1CCCC1)c1ccncc1 (stereo not given),-1.7%,0.6%,-2.8%,30.8%[activator],4.4%,-4.5,-3.6%,-9.5%,0.0%
COc1ccc(-c2nc3ccccc3s2)cc1NC(=O)c1ccccc1F,-7.3%,24.2%,-15.3%,7.4%[59 µM],-4.5%,1.5,-25.7%,-3.5%,-10.5%
O=C1c2ccccc2S(=O)(=O)N1CCOc1ccc(F)cc1,i,47.7%[activator],49.5%[activator],94.3%[activator],-0.4%,-1.5,25.6%,-5.3%,-11.2%
C=C1C(=O)C=C2CN(C(=O)c3ccccc3)[C@@](Cc3ccc(F)cc3)(C(=O)OC)[C@@H]12,5.8%,10.8%,-7.4%,8.91µM*,-12.3%,-11.4,-29.0%,24.5%,-1.5%
CC(=O)Nc1ccc(S(=O)(=O)N2CCN(Cc3ccccc3[N+](=O)[O-])CC2)cc1,-8.5%,11.5%,-32.3%,?,-7.5%,-0.6,-28.5%,-2.4%,-0.5%
CN(C)CCNC(=O)C(=O)NCC(c1cccnc1)N1CCN(c2ccc(F)cc2)CC1 (stereo not given),-6.9%,28.5%,-0.5%,1.2%[59 µM],-20.8%,3.6,-5.6%,-8.3%,17.0%
CC1(C)CC(=O)c2cc(-c3nc(-c4ccc(Cl)cc4)cs3)c(=O)n(-c3ccc(Cl)cc3)c2C1,-1.1%,40.2%,7.0%,-1.1%[59 µM],-4.7%,-3.0,-1.4%,4.6%,-2.9%
C#Cc1ccc([C@@H]2C=C(C(=O)NCc3ccccc3)O[C@H](OCC)[C@H]2CCCO)cc1,i,19.0%,-17.7%,6.2%[12.7 µM],-9.6%,-5.2,-28.1%,-0.2%,9.9%
COc1ccc(CNC(=O)c2sccc2C)cc1,1.7%,20.3%,2.3%,11.8%,-7.1%,0.1,-10.7%,-4.6%,3.0%
Cc1nn(C)c(C)c1NC(=O)C12CC3CC(CC(C3)C1)C2,-3.7%,52.3%[activator],-28.8%,-28.3%[59 µM],-21.2%,-2.1,-0.3%,-0.8%,2.3%
COc1ccc(C)cc1NC(=O)c1cccc(-c2ccc(OC(C)=O)cc2)c1,-1.4%,36.0%,2.8%,20.1%,-4.0%,-2.2,-4.9%,9.6%,-8.9%
COc1ccc(C(CC(=O)Nc2cc(C)ccn2)N2Cc3ccccc3C2=O)cc1 (stereo not given),-1.5%,13.2%,-15.3%,5.6%,-2.5%,-4.7,-27.1%,-0.7%,-1.3%
CCNc1nc(NC(C)(C)C)nc(SCC(N)=O)n1,2.2%,39.2%[activator],-17.6%,-23.5%,-7.0%,1.4,5.6%,10.1%,1.6%
O=C(Nc1cccc2ccccc12)C1CCN(C(=O)Cc2ccccc2)CC1,1.5%,23.8%,10.1%,?,-8.0%,-2.6,0.8%,1.2%,3.7%
Cc1ccc(C(=O)c2cn(CC(=O)NCc3ccccc3)c3nc(C)ccc3c2=O)cc1,-18.8%,20.3%,8.6%[57.1 µM],-2.4%[59 µM],0.7%,-0.5,-3.6%,34.4%[activator],-0.5%
CCOC(=O)N1CCC(NC(=O)C2CCN(S(=O)(=O)c3c(C)noc3C)CC2)CC1,-2.7%,46.7%[activator],-15.7%,1.4%[12.7 µM],7.0%,3.2,-6.6%,2.1%,?
CC(=O)c1c(O)cc2c3c1OC(C)(C)C1CCC(C)(CC31)O2 (stereo not given),2.9%,.,.,.,-15.9%,0.2,.,.,6.1%
CC(=O)Nc1nonc1NC(C)=O,-6.7%,35.6%,9.6%,-11.5%[59 µM],-12.0%,6.3,-1.4%,2.4%,-11.6%
COc1ccc(CCNC(=O)C/C(C)=N/NC(=O)C2CCCCC2)cc1OC,1.6%,11.5%[57 µM],-7.8%,-12.1%[59 µM],1.2%,25.6,-5.2%,0.6%,1.2%
CCN(C(=O)CSC1=Nc2ccccc2C2CC=NN12)C1CCS(=O)(=O)C1 (stereo not given),-7.2%,2.3%,5.1%,-25.8%,-5.7%,-2.9,-18.7%,16.6%,-10.7%
C[C@H]1CN([C@@H](C)CO)C(=O)CCCn2cc(nn2)CO[C@@H]1CN(C)S(C)(=O)=O,-3.2%,.,.,.,1.4%,-3.7,.,.,2.0%
CCNc1cc(N2CCOCC2)nc(SC)n1,-0.4%,34.7%,-5.8%,-17.6%,-10.5%,6.3,-6.2%,-4.3%,-12.8%
O=C(CSc1nnnn1-c1cccc(C(=O)O)c1)NC(c1ccccc1)c1ccccc1,-3.9%,53.0%[activator],-1.8%,?,-10.8%,-5.1,-13.4%,-0.7%,1.9%
C=CCOc1cccc(C2C(C(=O)c3ccco3)=C(O)C(=O)N2Cc2ccco2)c1 (stereo not given),-9.0%,4.5%,-37.4%,44.7µM*,?,-4.7,-35.9%,-9.8%,73.7%[activator]
O=S(=O)(c1ccc(F)cc1)c1nc(-c2ccc(F)cc2)oc1NCCN1CCOCC1,-3.4%,13.4%,-7.9%,50.1µM*,-19.7%,-4.3,-22.0%[57.1 µM],-2.6%,-3.2%
CCOc1ccc(S(=O)(=O)N2CCCC(C(=O)NCc3ccccn3)C2)cc1Cl (stereo not given),-4.3%,-1.1%,-32.9%,3.2%[59 µM],-7.1%,-10.5,-24.1%,-2.7%,9.3%
COc1coc(C(O)C[N+](=O)[O-])cc1=O (stereo not given),-6.9%,50.8%[activator],4.4%,?,-6.0%,1.2,-2.1%,-4.4%,0.5%
CC1CCN(C(=O)c2nc[nH]c2C(=O)N2CCc3ccccc3C2)CC1,7.9%,33.0%,1.3%,3.3%[0.501 µM],-23.5%,1.4,-4.9%,-5.8%,-2.7%
O=C(/C=C/c1ccc(F)cc1)NC(=S)N1CCN(c2ccccn2)CC1,-9.1%,8.2%,-1.6%,.,-9.1%,-2.2,-12.4%,-8.2%,2.6%
Clc1ccc2c(NCc3ccccn3)ccnc2c1,1.2%,38.4%,-2.5%,4.1%[2.33 µM],-2.9%,1.9,-13.2%,6.7%,-5.5%
Cc1ccc(OCC(=O)Nc2ccc3c(c2)nc2n3CCOC2)cc1,-2.7%,27.2%,-32.7%,?,?,-4.4,-25.2%,1.2%,-11.5%
Cn1c(N)c(C(=O)CSc2nnc(C3CC3)n2Cc2ccccc2)c(=O)[nH]c1=O,-9.8%,55.9%[activator],7.8%,-25.9%[2.33 µM],-8.5%,-0.2,-2.6%,-2.5%,-4.2%
Cc1nnc(SCC(=O)NNC(=O)c2ccccc2)n1N,i,35.2%[activator],5.2%,20.5%[12.7 µM],-12.6%,-3.7,1.7%,-8.7%,7.9%
O=C(c1ccc(COc2ccc(F)cc2)o1)n1cccn1,i,64.4%[activator],43.6%[activator],?,12.3%,-5.4,33.2%,-8.6%,7.4%
CC(CCc1ccccc1)N1CCN(Cc2ccccc2)CC1 (stereo not given),0.3%,44.7µM*,50.1µM*,11.2µM*,-23.0%,-0.5,2.24µM*,-4.8%,-1.3%
NC(=O)C1CCN(CC(=O)Nc2ccccc2Sc2ccccc2)CC1,12.6%,-1.1%,-2.1%,-0.5%[59 µM],-1.6%,4.1,-15.9%,5.0%,6.1%
O=C(NCCO)c1cccc(S(=O)(=O)N2CCCCC2)c1,-9.9%,4.8%,-5.9%,-11.1%,-5.7%,-2.2,-9.3%,1.5%,0.3%
CCC(=O)Nc1cccc(NC(=O)CSc2nnnn2Cc2ccccc2)c1,4.0%,-13.5%,-4.1%,49.4%[12.7 µM],-1.6%,-8.4,3.8%[11.4 µM],-0.6%,-6.2%
COc1ccc(CNC(=O)CCN2C(=S)NC(C)(C)CC2C)cc1 (stereo not given),0.4%,17.9%,-1.1%,?,-12.2%,1.4,-29.1%,2.3%,-0.2%
CCCn1nc(NC(=O)c2cccs2)c2cc3cc(C)ccc3nc21,-3.6%,271.9%[activator],69.5%[activator],.,-7.0%,0.0,116.9%[activator],-2.0%,0.0%
COc1ccc(OC)c(S(=O)(=O)Nc2ccc(O)c3ccccc23)c1,0.4%,70.8µM*,44.7µM*,5.62µM*,-3.3%,-21.8,?,-0.6%,25.7%
COc1ccc(OC)c(NC(=O)/C=C/c2ccccc2[N+](=O)[O-])c1,1.8%,-21.6%,?,?,-15.0%,-4.6,?,2.7%,-2.5%
COc1ccc(NC(=O)N(C)C[C@H]2OCCCC[C@@H](C)Oc3ccc(N(C)C)cc3C(=O)N([C@H](C)CO)C[C@@H]2C)cc1,3.2%,.,.,.,-4.6%,2.0,.,.,0.1%
CCN(CC(=O)Nc1ccc(NC(C)=O)cc1)C(=O)c1ccc(N2C(=O)c3ccccc3C2=O)cc1,i,53.8%[activator],.,.,-11.1%,2.4,-4.7%,-5.3%,-6.4%
Cc1ccccc1Cn1nc(C)c(NC(=O)C(F)(F)F)c1C,1.9%,31.3%,10.0%,1.5%[59 µM],-19.9%,-3.6,-4.3%,-2.5%,-4.8%
COc1ccc(-c2cc(C)no2)cc1S(=O)(=O)NC(C)C,i,18.9%,1.5%,0.4%[59 µM],8.3%,0.9,-9.1%,-1.1%,-8.3%
CCOC(=O)C1=NNC2(c3ccc(C)cc3)C(=O)N(c3ccc(Cl)cc3)C(=O)C12 (stereo not given),7.7%,11.3%,-6.0%,13.0%[59 µM],-12.9%,-1.2,-18.8%,3.3%,9.2%

# High-throughput results (PubChem BioAssay)
